Bioassay records: PubChem BioAssay, several laboratories
M. tuberculosis GlmU – inhibition of mycobacterial GlmU enzyme – biochemical, glucosamine-1-phosphate acetyltransferase (AID 1376); Bifunctional protein GlmU (Mycobacterium tuberculosis (strain ATCC 25618 / H37Rv)); M. tuberculosis GlmU acetyltransferase enzyme assay; higher % means a stronger effect; inhibition, %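 (tested at 30 µM in the primary screen)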, or IC50 in µM where a hit was titrated; 220,000 tested, 0.25% active; in the data active = inhibition above about 13%; inconclusive = no clear call, values can overlap the other calls;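 note: 0% = complete reaction with vehicle and 100% = reaction without substrate; strong numbers were not always called active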
RmlCD inh 1536 – M. tuberculosis RmlC/RmlD coupled enzyme inhibitors, primary screen, biochemical, compound mixtures, 384-well, from 1536-well plates. dTDP-4-dehydrorhamnose reductase (Mycobacterium tuberculosis (strain ATCC 25618 / H37Rv)) …. RmlC+RmlD coupled enzyme assay, percent inhibition; primary screen in compound mixtures. inhibition, % at 3.6 µM. 160,000 tested, 0.03% active; in the data active = inhibition mostly above about 34%, no sharp cut-off; inconclusive = no clear call, values can overlap the other calls; inactive = mostly below about 22%; note: some results filed as inactive read as strong as hits
Target sequence (P9WH09 whole entry, looked up): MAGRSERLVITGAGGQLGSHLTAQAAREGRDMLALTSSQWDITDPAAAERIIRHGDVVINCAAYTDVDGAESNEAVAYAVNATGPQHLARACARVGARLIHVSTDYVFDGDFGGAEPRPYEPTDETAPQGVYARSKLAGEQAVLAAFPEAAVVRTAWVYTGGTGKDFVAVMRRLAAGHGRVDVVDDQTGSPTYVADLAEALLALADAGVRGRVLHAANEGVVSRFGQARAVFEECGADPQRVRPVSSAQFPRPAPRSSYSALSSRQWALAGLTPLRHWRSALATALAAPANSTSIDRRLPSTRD
Target sequence (P9WH11 whole entry, looked up): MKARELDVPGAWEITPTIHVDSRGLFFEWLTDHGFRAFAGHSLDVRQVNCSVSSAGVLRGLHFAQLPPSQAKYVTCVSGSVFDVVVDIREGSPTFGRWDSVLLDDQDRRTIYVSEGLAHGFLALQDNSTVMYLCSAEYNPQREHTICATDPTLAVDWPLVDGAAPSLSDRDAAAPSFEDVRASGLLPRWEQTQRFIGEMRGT
* = called active by the depositor; u = inconclusive; x = no result given.

Values in the order: M. tuberculosis GlmU, RmlCD inh 1536
O=C(CSc1nnc(C2CCCCC2)n1-c1ccccc1)NCc1ccco1
 : -0.5%, -5
CC(=O)Nc1ccc(C2=NNC(=Nc3ccc(S(=O)(=O)N4CCOCC4)cc3)SC2)cc1
 : 4.4%, -8
CCN(CC)S(=O)(=O)c1ccc(N2CCCC2)c(NC(=O)Cc2ccc(OC)cc2)c1
 : -3.0%, 55
CCN(Cc1ccncc1)S(=O)(=O)c1ccc(C(C)=O)cc1
 : 2.8%, -6
CCCCNC(=O)/C(=C\c1ccc([N+](=O)[O-])o1)NC(=O)c1ccccc1
 : -4.5%, 15
COc1cc(NC(=O)COc2ccccc2[N+](=O)[O-])ccc1NC(=O)c1cccs1
 : 0.8%, -18
O=C(Nc1cccc(-c2cn3c(n2)SCC3)c1)c1ccc(Br)o1
 : 3.3%, -7
COc1cc2c(cc1NC(=O)c1ccc3c(c1)OCO3)oc1ccccc12
 : -0.2%, 8
CC(C)CCN(C(=O)Cc1ccc(Cl)c(Cl)c1)c1c(N)n(Cc2ccccc2)c(=O)[nH]c1=O
 : -5.2%, 2
CCC1(CC)NC(=O)N(CC(=O)N2N=C(c3ccc(Cl)cc3)CC2c2ccco2)C1=O (stereo unspecified)
 : -7.8%, -13
CC(NS(=O)(=O)c1ccccc1)C(=O)NCc1ccco1 (stereo unspecified)
 : 1.8%, x
O=S(=O)(c1cccc2nonc12)N1CCN(c2ccccc2F)CC1
 : -1.9%, -13
CC1(C(=O)NC2CCCCC2)CCC(=O)N1Cc1ccc2c(c1)OCO2 (stereo unspecified)
 : 2.2%, -19
O=C(NCCc1ccccn1)c1cc(C(=O)C2CCCCC2)c[nH]1
 : 0.9%, 9
CC(Sc1cccc(C(F)(F)F)c1)C(=O)NC(N)=O (stereo unspecified)
 : -0.5%, x
CCOC(=O)CCCSc1nc2sc(C)c(C)c2c(=O)[nH]1
 : -1.4%, -10
NC(=O)C1=C[C@@H](c2ccc3c(c2)OCO3)C[C@@H](OCCCCO)O1
 : -1.0%, x
O=c1[nH]c(C2CCCN(S(=O)(=O)c3ccccc3)C2)nc2c1nnn2Cc1ccccc1 (stereo unspecified)
 : -1.2%, 10
CN(Cc1ccccc1)S(=O)(=O)c1ccc(NS(C)(=O)=O)cc1
 : 3.9%, -11
CC1(C)NC(=O)N(CCOc2cccc(Oc3ccccc3)c2)C1=O
 : -1.3%, x
Cn1ncc(N=Cc2c(O)ccc3ccccc23)c1C(=O)Nc1cccc(Cl)c1
 : 1.9%, 5
Cc1ccc(-c2cn3cc([N+](=O)[O-])ccc3n2)cc1
 : 0.1%, -6
N=C1/C(=C\c2ccc(SCc3ccco3)o2)C(=O)N=C2SC=NN12
 : 8.4%, -9
Cc1nn(-c2ccccc2)c(Cl)c1/C=N/Nc1ccc(Cl)c(C(=O)O)c1
 : -0.7%, -8
Cc1ccc(CN2CCN(Cc3ccc4ncccc4c3)CC2CCO)cc1 (stereo unspecified)
 : 8.2%, 28
CNc1nc(C)c(C#N)c(-c2ccccc2)c1C(C)=O
 : -3.1%, -15
Cc1cc(C(F)F)nn1CC(=O)NC1C(=O)N2C(C(=O)O)=C(CSc3nnnn3C)CSC12 (stereo unspecified)
 : -1.8%, -10
CN(C)S(=O)(=O)c1ccc(NC(=O)CN2CCC(Cc3ccccc3)CC2)cc1
 : -1.2%, 2
COCCCn1c(SCc2cccc(C(F)(F)F)c2)nc2cc(OC)c(OC)cc2c1=N
 : -5.1%, -2
CC(C)N(CC#CC(O)(c1ccccc1)c1ccccc1)C(C)C
 : 1.7%, x
COC(=O)N/N=C(\C)c1ccco1
 : 7.2%, 6
NC(=O)C(Cc1ccccc1)N1C(=O)c2ccccc2C1=O (stereo unspecified)
 : 7.2%, 15
CCc1ccc(NC(=O)C(=O)NCc2ccccn2)cc1
 : -6.7%, 11
Cc1cc(C)c2[nH]c(O)c(N=NC(=S)NCC3CCCO3)c2c1 (stereo unspecified)
 : -9.5%, -9
CCOC(=O)CNc1nc(Cl)nc(Nc2ccccc2)n1
 : 2.9%, 1
Cc1cc(NC(=O)c2ccc(C#N)cc2)on1
 : -3.9%, -15
COC(=O)c1cc(NC(=O)CN(c2ccccc2OC)S(=O)(=O)c2ccccc2)ccc1Cl
 : 0.0%, 5
Cc1ccc(-n2ncc3c(SCc4cccnc4)ncnc32)c(C)c1
 : 3.1%, -7
CCn1c(CNC(=O)c2ccc3c(c2)OCO3)nnc1SCC(=O)Nc1cc(C)ccc1OC
 : 0.0%, 7
C=CCNC(=S)NNC(=O)c1ccc(OCCCC)cc1
 : 3.8%, x
CSC(=S)N/N=C/c1ccc(N(C)C)cc1
 : -0.1%, -14
CCC(C(=O)OCC(=O)Nc1cc(Cl)cc(Cl)c1)c1ccccc1 (stereo unspecified)
 : -2.2%, 10
CC1=NN(c2ccccc2)C(=O)C1/C=C1\NC(=S)NC1=O (stereo unspecified)
 : 1.8%, 5
CCN(CCNC(=O)C1CCN(Cc2nc(-c3ccc(Cl)cc3)oc2C)CC1)c1ccccc1
 : -2.1%, -12
CCCCS(=O)(=O)/C=C\C1C2C=CC(C2)C1S(=O)(=O)CCCC (stereo unspecified)
 : -2.7%, 1
CC(=O)Nc1ccc(S(=O)(=O)NC(C(=O)O)C2=CCC=CC2)cc1 (stereo unspecified)
 : 8.9%, -8
OC1(c2ccc(Cl)c(Cl)c2)C[n+]2ccccc2N1Cc1ccccc1 (stereo unspecified)
 : -9.4%, 1
CCOC(=O)COc1ccc(S(=O)(=O)N2CCN(c3ccc(F)cc3)CC2)cc1
 : 4.1%, x
COC(=O)CN(c1ccc(OCc2ccccc2)cc1)S(C)(=O)=O
 : 1.3%, -12
CCCCC(Nc1ncnc2ccccc12)C(=O)O (stereo unspecified)
 : 1.0%, 7
COc1cccc(-c2nnc(SCc3ccccn3)n2C)c1
 : -2.9%, 2
O=C(NN1C(=O)/C(=C/C=C/c2ccco2)SC1=S)c1ccccc1O
 : 81µM*, u
COc1ccc(Cl)cc1N(CC(=O)Nc1ccc2c(c1)OCO2)S(C)(=O)=O
 : -0.6%, 11
O=C(O)c1ccc2cccnc2n1
 : -2.3%, -5
Cc1cc(C)c(S(=O)(=O)c2c(C)cccc2C)c(Cl)n1
 : 0.8%, 11
O=S(=O)(Nc1cccc2cccnc12)c1ccc(S(=O)(=O)N2CCCC2)cc1
 : 1.5%, -7
Cc1ccccc1NC(=O)N1C2CCCC1CC(NC(=O)C1CC1)C2 (stereo unspecified)
 : -0.9%, 2
Cc1ccc(N)c(C(=O)c2ccccc2)c1
 : -3.1%, -4
O=S(=O)(c1cccc2cccnc12)N1CCN(c2ccccn2)CC1
 : 3.0%, x
CC(C)(C)c1ccc(OCC(=O)NC2CCS(=O)(=O)C2)cc1 (stereo unspecified)
 : -4.5%, -2

Next compounds
Values in the order: M. tuberculosis GlmU, RmlCD inh 1536
O=C(CSc1cccc(C(F)(F)F)c1)N1CCN(S(=O)(=O)c2ccccc2)CC1
 : 3.1%, x
CCOC(=O)C1CCN(C(c2cccc(F)c2)c2sc3nc(C)nn3c2O)CC1 (stereo unspecified)
 : -0.5%, -11
COC(=O)c1cc(NC(=O)C(C)c2ccc(CC(C)C)cc2)ccc1O (stereo unspecified)
 : 1.3%, -15
COc1ccc2c(c1)C=C(C(=O)NCc1ccc(Cl)cc1)CO2
 : -0.5%, 7
Cc1cc(C)cc(NC(=O)c2cnn(-c3ccccc3)c2C2CCNCC2)c1
 : 2.5%, -9
CC(C)n1nc(C(=O)Nc2ccccc2N2CCOCC2)c2ccccc2c1=O
 : -1.3%, 10
CCN(CC)CCNc1nc(-c2ccco2)c2c(c1C#N)CC(C)(C)OC2
 : -1.3%, 28
O=C(NNC(=O)c1ccccc1F)c1cccc(Cl)c1
 : -1.9%, 12
COc1ccc(/C=C/C(=O)CC(O)(c2ccccc2)C(F)(F)F)cc1 (stereo unspecified)
 : 0.2%, x
Cc1cc(Cl)c(O)c(-n2nc3ccccc3n2)c1
 : -3.8%, x
Cc1ccccc1CC1(CO)CCCN(Cc2ccc3c(c2)OCCO3)C1 (stereo unspecified)
 : -7.2%, x
CCNc1nc(Cl)nc(N(NC(C)=O)C(C)C)n1
 : 3.0%, 11
Cc1cc(NC(=O)CCl)no1
 : 2.0%, 8
Cc1nn(Cc2ccccc2)c(C)c1C(=O)OCC(=O)c1cc(C)n(CC(F)(F)F)c1C
 : -0.7%, 7
Cc1nc2ccc(Nc3ccncc3)cc2s1
 : 2.9%, -10
CC1CCN(c2ccc(N3C(=O)C4CCCCC4C3=O)cc2[N+](=O)[O-])CC1 (stereo unspecified)
 : 7.2%, 5
Cc1cc(C(=O)COC(=O)CNC(=O)c2ccc(F)cc2)c(C)n1Cc1ccco1
 : 2.9%, 3
Cc1cc(C(=O)NCc2ccc(Cl)cc2)n(-c2ccccc2)n1
 : 3.7%, x
CCN=C(Nc1ccc2c(c1)OCO2)SC1CC(=O)N(c2ccccc2F)C1=O (stereo unspecified)
 : -3.4%, -4
Cc1ccc2nc(-c3ccncc3)cc(C(=O)NCCc3ccc(F)cc3)c2c1
 : -4.7%, -8
CCOc1ccc(C2=C(C=Nc3c(C)n(C)n(-c4ccccc4)c3=O)C(c3ccc(F)cc3)c3ccccc3O2)cc1 (stereo unspecified)
 : 0.2%, 3
S=C(Nc1ccc(Nc2ccccc2)cc1)N1CCN(c2ncccn2)CC1
 : 4.1%, 4
CC(C(=O)Nc1ccc(C#N)cc1)N(C)CC(=O)Nc1cccc(F)c1 (stereo unspecified)
 : 4.3%, 8
CCCc1ccc(/C=C2\C(=O)c3ccccc3C(O)=C2C(=O)OCC)cc1
 : -5.2%, -6
COc1ccc(NS(=O)(=O)c2ccc(NC(=O)c3ccc(N(C)S(C)(=O)=O)cc3)cc2)cc1
 : -6.3%, -5
Cc1noc(C)c1S(=O)(=O)N1CCCC(C(=O)Nc2nccs2)C1 (stereo unspecified)
 : 4.2%, x
Cc1ccc(S(=O)(=O)N2CCCCC2)cc1NC(=S)NC(=O)c1ccco1
 : 10%, 0
CCOc1ccc(Br)cc1/C=N/NC(=O)c1ccncc1
 : 1.5%, -1
O=C(O)CCN1C(=O)/C(=C\c2ccc(-c3nc4ccccc4s3)o2)SC1=S
 : 8.9%, x
CCOC(=O)CSC1=NC(=O)CS1
 : -2.5%, -1
O=C(CCCN1C(=O)/C(=C/c2ccccc2)SC1=S)Nc1cccc(O)c1
 : -5.0%, -4
CCN1C(=O)C2(C(C#N)=C(N)Oc3n[nH]c(C(C)C)c32)c2ccccc21 (stereo unspecified)
 : 8.5%, x
CCOC(=O)C1(S(=O)(=O)c2ccccc2)CCN(Cc2ccc(Cl)cc2)CC1
 : 4.7%, -2
CC(C)N1CCN(Cc2cn[nH]c2C2CCCCC2)CC1CCO (stereo unspecified)
 : 0.3%, x
CO/N=C/NC(=O)c1c(OC)ccnc1Oc1ccc(Cl)cc1
 : -1.3%, x
COc1ccc(NC(=O)c2cc(C)cc(C)c2)cc1[N+](=O)[O-]
 : 1.8%, x
Cc1nc2ccccc2c(=O)n1/N=C/c1c(O)ccc2ccccc12
 : 6.3%, -5
N#C/C(C(=O)c1ccccc1)=C1/CCCN1
 : -4.3%, -5
O=C(CCCN1CCOCC1)c1ccc2c(c1)OCCO2
 : 0.9%, x
COc1cccc(Cl)c1NC(=O)N1CCN(c2cc(C)nc3ccccc23)CC1
 : -7.1%, 7
Cc1ccc(C)c(C(=O)CC2(O)C(=O)N(C)c3ccccc32)c1 (stereo unspecified)
 : 1.9%, 8
CCOC(=O)C[C@H]1c2ccc(C(F)(F)F)cc2S(=O)(=O)N1c1ccccc1
 : 3.3%, x
CCOc1nc(N(C)C)nc(-n2nnc(C(C)=O)c2C)n1
 : -2.5%, 12
COc1ccc(C2NC(=O)c3ccccc3O2)c(OC)c1OC (stereo unspecified)
 : -1.2%, x
CCOc1cc(C2c3c(oc4ccccc4c3=O)C(=O)N2c2nccs2)ccc1O (stereo unspecified)
 : -0.1%, x
Cc1nn(C)c(C)c1S(=O)(=O)N1CCc2ccccc21
 : -1.7%, x
O=C(CC1C(=O)NCCN1Cc1ccc(F)cc1)NCCOc1cccnc1 (stereo unspecified)
 : -1.2%, x
CC1CCC(NC(=O)C2CCN(c3cnccn3)CC2)CC1 (stereo unspecified)
 : 2.0%, -5

These rows are one share of the data (hit frequency here may not be typical).
